GPR151 activ = activators of human GPR151 | activation, % at 11.2 µM | AID 1508602 | 650,000 tested, 1% active | PathHunter beta-arrestin GPR151 cells, luminescence; in the data active = activation above about 4.9%;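 also: 0% = median of compound wells and 100% = cells with positive control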
Target sequence (Q8TDV0 whole entry, looked up): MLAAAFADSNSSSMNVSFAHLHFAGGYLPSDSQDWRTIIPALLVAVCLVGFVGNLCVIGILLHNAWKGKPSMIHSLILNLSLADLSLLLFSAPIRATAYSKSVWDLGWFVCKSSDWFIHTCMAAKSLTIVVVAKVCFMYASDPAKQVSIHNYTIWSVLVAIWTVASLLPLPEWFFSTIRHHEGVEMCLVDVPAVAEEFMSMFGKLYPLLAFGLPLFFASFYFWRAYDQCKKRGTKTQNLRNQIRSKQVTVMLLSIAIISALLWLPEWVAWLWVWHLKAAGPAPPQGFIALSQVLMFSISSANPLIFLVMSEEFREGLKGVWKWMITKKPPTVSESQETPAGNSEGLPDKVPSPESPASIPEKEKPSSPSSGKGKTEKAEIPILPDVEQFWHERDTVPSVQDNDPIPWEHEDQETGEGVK
MITF primary = human MITF inhibition, primary screen; O75030; AlphaScreen MITF homodimerization, bead proximity signal; inhibition, % at 2.6 µM; 650,000 tested, 0.91% active; in the data active = inhibition above about 50%;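 also: 0% = vehicle wells with protein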
Target sequence (O75030 whole entry, looked up): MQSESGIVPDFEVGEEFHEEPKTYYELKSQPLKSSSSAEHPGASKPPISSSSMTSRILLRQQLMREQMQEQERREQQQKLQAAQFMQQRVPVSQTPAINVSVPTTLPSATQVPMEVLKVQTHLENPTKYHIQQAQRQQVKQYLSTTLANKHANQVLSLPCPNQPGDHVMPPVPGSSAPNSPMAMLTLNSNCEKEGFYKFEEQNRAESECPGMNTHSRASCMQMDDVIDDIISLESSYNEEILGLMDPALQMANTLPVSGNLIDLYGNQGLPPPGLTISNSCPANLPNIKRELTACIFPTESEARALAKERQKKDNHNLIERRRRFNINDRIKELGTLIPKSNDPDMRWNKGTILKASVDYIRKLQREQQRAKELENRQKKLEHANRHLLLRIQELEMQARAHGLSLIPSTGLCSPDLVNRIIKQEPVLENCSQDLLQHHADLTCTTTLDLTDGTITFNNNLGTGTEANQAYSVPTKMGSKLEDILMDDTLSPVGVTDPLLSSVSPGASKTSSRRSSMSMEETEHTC
FBW7 activator = human FBW7 E3 ligase activation, primary screen; Q969H0; AlphaScreen FBW7–phospho-cyclin E peptide binding, activator screen; normalized activity (activation), % at 26.1 µM; 650,000 tested, 0.13% active; AID 1259310; in the data active = normalized activity above about 1.9%;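 also: purified mutant Fbw7 with reduced substrate affinity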
TEAD-YAP inh = TEAD-YAP interaction inhibition; HEK-TIYL cells, TEAD-Gal4/YAP UAS-luciferase luminescence; inhibition, % at 9.12 µM; 640,000 tested, 1.4% active; AID 1259422; in the data active = inhibition above about 32%;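 also: 0% = median of test compound wells and 100% = reference inhibitor wells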
The depositor's hits bear a star.

Screens in order: GPR151 activ, MITF primary, FBW7 activator, TEAD-YAP inh
Cc1ccc(NC(=O)C2CCCN(S(=O)(=O)c3ccc4c(c3)oc(=O)n4C)C2)cc1F (stereo not given)
 : -0.6, -6, -0.1, -1
O=C(Cn1ncc2cccn2c1=O)N1CCN(c2ccccc2F)CC1
 : -0.9, 14, 0.0, 3
Nc1nonc1C(=O)NCCNC(=O)c1ccco1
 : -0.4, -12, -0.1, -2
Cc1ccc(S(=O)(=O)N(CCC#N)CCN2CCCC2)cc1
 : 0.6, -3, -0.2, 9
CN(C)CCNC(=O)c1cccc(-c2cnc3c(NCc4ccco4)nccn23)c1
 : 3.6, 9, 0.5, -17
CCOC(=O)c1nc(Nc2ccc(Oc3ccc4c(c3)C(=O)N(c3ccc(OC)c(OC)c3)C4=O)cc2)c2ccccc2n1
 : -0.8, -1, 0.0, 9
Cc1c(Cl)cccc1NC(=O)N[C@H]1C[C@H]2C(=O)N3CCC[C@H]3C(=O)N2C1
 : -0.9, -3, -0.3, -11
COCCOC(=O)C1=C(C)NC(SCC(=O)Nc2ccc(C)cc2)=C(C#N)C1c1ccccc1Cl (stereo not given)
 : -1.0, 8, 0.1, 5
CC(C)Sc1ccc2nnc(-c3cccc(F)c3)n2n1
 : 0.5, 1, -0.2, 27
O=C(O)CCCCCn1c(=O)[nH]c2ccccc2c1=O
 : -1.8, 18, 1.1, -4
O=C(NCCOc1ccccc1)c1cccc(Nc2cnccn2)c1
 : 0.5, -6, -0.1, -55
CN(CC(=O)Nc1c(F)cccc1F)S(=O)(=O)c1ccc(F)cc1
 : -0.4, 21, 0.0, -2
Cc1cc(Nc2ccccc2)nc(N2CCN(c3ccccn3)CC2)n1
 : 2.7, 6, 0.4, 13
CCOC(=O)C(=O)Nc1nc2c(C)cccc2s1
 : -0.1, 3, 0.2, -5
CCOC(=O)c1ccc(-n2c(C)cc(/C=C3\SC(=Nc4ccc(Br)cc4)NC3=O)c2C)cc1
 : 0.0, 17, 0.0, 7
Ic1cccc(CSc2nnnn2-c2ccc3c(c2)OCO3)c1
 : 1.0, -19, 0.1, 4
COC(=O)c1cc(S(=O)(=O)N2CCN(CCOc3ccc(Cl)cc3)CC2)c[nH]1
 : 1.5, -9, -0.1, 14
O=C(/C=C/c1cccs1)Nc1ccc(S(=O)(=O)N2CCCCCC2)cc1
 : 0.6, -2, 0.1, 0
COc1ccc(OC)c(NC(=O)c2ccc([N+](=O)[O-])cc2[N+](=O)[O-])c1
 : -0.7, 18, 0.3, 4
CN1CCN(C(=O)CN(c2cc(Cl)cc(Cl)c2)S(=O)(=O)c2ccccc2)CC1
 : 1.1, 9, 0.0, 4
Nc1c(C(=O)NC2CCCC2)nnn1-c1cccc(C(F)(F)F)c1
 : -0.8, 1, -0.1, 2
O=C(Nc1ccccc1Cc1ccccc1)c1ccncc1
 : 0.3, -3, -0.1, 0
CC1Cc2ccccc2N1C(=O)CSc1nnc(C2CC2)n1C (stereo not given)
 : -0.4, -17, -0.1, 0
CC(C)Oc1cccc(C(=O)Nc2ccc3oc(-c4cccc(Cl)c4)nc3c2)c1
 : 0.0, 11, 0.0, 3
O=C(CSc1ncccc1C(=O)O)Nc1nc2ccccc2s1
 : 0.9, -16, 0.0, 5
O=C(CCC1CCCN(C(=O)Nc2ccc(F)cc2)C1)N1CCN(c2ccccn2)CC1 (stereo not given)
 : -1.7, -12, -0.1, -5
COc1ccc(CC2(CCC(=O)N3CCc4sccc4C3)CCC(=O)N2)c(F)c1 (stereo not given)
 : -1.7, -23, -0.5, 4
CCCS(=O)(=O)NCc1c(C)ncc2c1CCN(C(=O)c1c(F)ccc(F)c1F)C2
 : -0.8, 2, 0.1, 8
COc1cccc(N=c2oc3c(C)ncc(CO)c3cc2C(=O)Nc2ccccc2OC)c1
 : 0.3, 1, -0.1, -4
O=C(CSc1ncccn1)N1CCC(CO)(Cc2cccc(C(F)(F)F)c2)CC1
 : 0.8, 5, -0.1, -4
O=C(CN1CCOCC1)Nc1c(-c2ccccc2)c2cc(Br)ccc2[nH]c1=O
 : -0.3, 8, 0.0, 13
CSc1ccccc1C(=O)NCc1ccco1
 : -1.3, 20, 0.1, -3
CCc1ccc(-n2c(=S)sc3c(=O)n(-c4ccc(OC)c(OC)c4)c(SCC(=O)C(C)(C)C)nc32)cc1
 : -0.4, -23, 0.0, -8
O=C(CN1C(=O)S/C(=C/C=C/c2ccccc2)C1=O)Nc1ccc(C(=O)O)cc1
 : -0.4, 0, -0.1, 4
CC1Oc2ccccc2N(CC(=O)N2CCc3ccccc32)C1=O (stereo not given)
 : -0.1, 1, -0.1, 1
COc1ccc(Cl)cc1NC(=O)COc1ccc(S(=O)(=O)NC(C)C)cc1
 : -0.8, 13, -0.1, 1
Nc1c(C(=O)N2CCCC2)sc(=S)n1-c1ccccc1
 : 0.4, -1, -0.3, -8
O=C1c2oc3ccc(F)cc3c(=O)c2C(c2ccccn2)N1c1nccs1 (stereo not given)
 : 0.4, 1, -0.3, -3
Cc1ccc(CN2C(=O)CSc3ccc(C(=O)NCCCN4CCOCC4)cc32)cc1
 : -2.0, 2, -0.1, -3
O=C(Nc1nnc(CCS(=O)(=O)c2ccc(Cl)cc2)s1)c1ccc(Cl)cc1
 : 0.4, 17, 0.3, 7

Shown in CSV form: 3 of the compounds above
SMILES,GPR151 activ,MITF primary,FBW7 activator,TEAD-YAP inh
O=C(CSc1ncccc1C(=O)O)Nc1nc2ccccc2s1,0.9,-16,0.0,5
COc1cccc(N=c2oc3c(C)ncc(CO)c3cc2C(=O)Nc2ccccc2OC)c1,0.3,1,-0.1,-4
O=C(Nc1nnc(CCS(=O)(=O)c2ccc(Cl)cc2)s1)c1ccc(Cl)cc1,0.4,17,0.3,7

Next section.
Screens in order: GPR151 activ, MITF primary, FBW7 activator, TEAD-YAP inh
COc1ccc(NC(=O)C(=O)N/N=C/c2ccncc2)c(OC)c1
 : 0.2, -17, 0.0, -2
COc1ccccc1OCC(O)Cn1c(C(F)(F)F)nc2ccccc21 (stereo not given)
 : 0.5, 1, 0.0, -1
NC(=O)/C(=C\c1ccccc1Cl)NC(=O)c1ccco1
 : 0.5, -12, -0.1, -8
Cc1ccc(/C=N/NC(=O)c2cccc(Br)c2)s1
 : 0.3, 5, -0.1, -8
COc1cc(C2N(C)C(=O)c3ccccc3N2C)ccc1O (stereo not given)
 : 1.7, 9, 0.2, 0
O=C1c2cccc3cccc(c23)C(=O)N1CCCN(C(=O)c1ccc(-c2ccccc2)cc1)c1ccccc1
 : 0.3, 6, -0.1, 5
CC(C)(C)NS(=O)(=O)c1ccc2ccccc2c1
 : 0.3, 11, 0.1, 9
COc1cccc(C(=O)N2CCN(C(=O)c3ccccc3)CC2)c1
 : -2.1, -6, 0.7, 4
CCOC(=O)c1cccc(C(=O)Nc2ccc(I)cc2C)n1
 : 2.4, 17, -0.1, 3
CCN1C(=O)/C(=C\c2cc(C)n(-c3ccc(OC)cc3)c2C)C(C(=O)OC)=C1C
 : -1.8, 76*, -0.3, -6
CCCN(CCC)CC(O)COc1ccc2ccccc2c1 (stereo not given)
 : -1.2, 8, 0.1, 9
NC(=O)c1cc2cc(Br)ccc2oc1=Nc1ccc(OC(F)(F)F)cc1
 : 0.4, 0, -0.2, -5
CC1CCC(NC(=O)CN2C(=O)COc3cc(S(=O)(=O)NC4CCCC4)ccc32)CC1 (stereo not given)
 : -0.3, 12, 0.6, -1
O=C(CNC(=O)c1ccc2c(c1)OCO2)N/N=C/c1cccc([N+](=O)[O-])c1
 : 0.2, 17, 0.2, -3
Cc1ccc(C(=O)CC2(O)C(=O)N(Cc3ccccc3)c3ccc(Br)cc32)o1 (stereo not given)
 : 0.6, -1, -0.2, 7
COCCn1c(=NC(=O)c2ccc3c(c2)OCCO3)sc2ccccc21
 : -0.8, 5, -0.1, -50
CCOc1ccc(N(C(C)C(=O)N2CCCCC2)S(C)(=O)=O)cc1 (stereo not given)
 : -0.5, -10, 0.0, 5
CCOc1cc(/C=C2/C(=N)N3N=C(C(C)C)SC3=NC2=O)ccc1OCCOc1ccccc1Cl
 : -0.7, 13, 0.1, 13
O=C(Cc1ccccc1)N/N=C/c1ccncc1
 : -1.3, -5, -0.1, -2
CCCC1=Nc2cc(C(=O)NCCCN3CCOCC3)ccc2Sc2ccccc21
 : 0.3, 9, 0.0, -8
CCOC(=O)CNC(=O)C12CC3CC(C1)CC(c1ccc(C)cc1)(C3)C2
 : -1.1, -13, 0.1, 1
Cc1nc2ncnn2c(C)c1CCC(=O)NC(C)C
 : -0.2, 11, -0.1, 2
O=C(CN1C(=O)/C(=C\c2ccc(F)cc2)Oc2ccccc21)N1CCCC1
 : -0.5, 6, -0.4, -4
CCN(CC)c1ccc(C(=O)Nc2cc(C(=O)Nc3ccccc3SC)ccc2N2CC3CC(C2)c2cccc(=O)n2C3)cc1 (stereo not given)
 : -0.5, -11, 0.2, -42
CCn1c(=O)c(C(=O)NNC(=O)c2cccc(C)c2)c(O)c2ccccc21
 : 0.0, -8, -0.4, -3
CC(C)NC(=O)C1CCN(Cc2ccccc2O)CC1
 : -0.4, -3, -0.1, -5
O=C(CSCc1ccc(Cl)cc1)Nc1ccc(C(=O)O)cc1
 : -0.5, 16, 0.1, 3
COC(=O)c1ccc(C2C(C#N)=C(N)Oc3n[nH]c(C)c32)cc1 (stereo not given)
 : 3.9, 13, 0.0, -13
COc1ccc(C(=O)Nc2ccc(Cc3ccncc3)cc2)cc1[N+](=O)[O-]
 : 1.5, -1, 0.0, 3
CCOC(=O)c1cc2c(c(CSc3nc4ccccc4c(=O)n3CCCN3CCCC3=O)c1)OCOC2
 : 1.8, 19, 0.2, 4
CCCC1CCC(c2ccc(OC(=O)c3cccnc3)cc2)CC1 (stereo not given)
 : 1.1, -3, -0.1, 3
Cc1cc(OCC(=O)NNC(=O)C(=O)NC(C)(C)C)ccc1Br
 : 0.4, -10, -0.2, -4
CCCCCCCC(=O)c1c(C)[nH]c(C(=O)OCC)c1C
 : 1.4, 5, 0.0, -19
CCNS(=O)(=O)c1cc(C)ccc1OC
 : 0.6, -2, 0.5, 7
COc1ccc(NC(=O)Cn2nc(C)c([N+](=O)[O-])c2C)c(OC)c1
 : -0.1, 11, 1.5, -1
O=C(/C=C/c1ccccc1)Nc1ccc(Cl)cn1
 : 0.1, 10, 0.0, -5
O=C(CSc1nnnn1Cc1ccccc1)Nc1ccccc1Oc1ccccc1
 : 0.7, 9, 0.2, -8
Cc1cccc(-n2nc3c(c2NC(=O)C2CC2)CS(=O)C3)c1C (stereo not given)
 : 2.0, -6, 0.0, 0
COC(=O)c1c(N2C(N)=C(C#N)C(c3ccccc3)C3=C2CC(C)(C)CC3=O)sc2c1CCCCC2 (stereo not given)
 : 0.0, 23, 0.1, 6
CCOC(=O)C(NC(C)=O)C(=O)Nc1c(C)cccc1C (stereo not given)
 : -0.6, 13, 0.2, 5

Ordered by length of the SMILES (ascending): 4 of the compounds above.
Screens in order: GPR151 activ, MITF primary, FBW7 activator, TEAD-YAP inh
CCNS(=O)(=O)c1cc(C)ccc1OC
 : 0.6, -2, 0.5, 7
CC(C)NC(=O)C1CCN(Cc2ccccc2O)CC1
 : -0.4, -3, -0.1, -5
CCOC(=O)C(NC(C)=O)C(=O)Nc1c(C)cccc1C (stereo not given)
 : -0.6, 13, 0.2, 5
CCN(CC)c1ccc(C(=O)Nc2cc(C(=O)Nc3ccccc3SC)ccc2N2CC3CC(C2)c2cccc(=O)n2C3)cc1 (stereo not given)
 : -0.5, -11, 0.2, -42

Continued.
Screens in order: GPR151 activ, MITF primary, FBW7 activator, TEAD-YAP inh
Cc1oc(-c2cccc(Cl)c2)nc1CS(=O)(=O)CC(=O)NC1CCC(C)CC1 (stereo not given)
 : -0.4, 13, 0.2, 1
O=C(Cc1ccccc1)N/N=C/c1cccnc1
 : -0.1, 4, 0.9, -15
c1ccc2cc(OCCCCNCC3CCCO3)ccc2c1 (stereo not given)
 : -0.6, 41, 0.0, -9
O=C(NNC(=S)NC(=O)c1ccco1)c1ccc(NC(=O)c2ccccc2)cc1
 : -0.4, 16, -0.2, 13
Cc1ccc(N2C(=O)NC(=O)/C(=C/c3ccc([N+](=O)[O-])s3)C2=O)cc1
 : 0.7, 3, -0.1, 2
FC(F)(F)c1cc(-c2cnn3c(NC4CCCNC4)ccnc23)cc(C(F)(F)F)c1 (stereo not given)
 : 2.0, -16, 0.2, 2
CC(C)CCNC(=O)C1(c2cccs2)CCOCC1
 : -2.1, 7, 1.1, -6
COc1ccccc1NC(=O)C1=C(C)NC(=S)NC1c1ccc(C)cc1 (stereo not given)
 : 0.4, 8, -0.2, 4
CCOC(=O)N1CCN(C(=O)CCN2Cc3ccccc3OC(C)C2)CC1 (stereo not given)
 : 0.8, 21, -0.1, 13
O=C(CC1NCCNC1=O)Nc1ccc(Cl)cc1 (stereo not given)
 : 0.5, -5, -0.1, -7
CCc1nn(CC(=O)NCC2CCCO2)c(=O)c2cc3occc3n12 (stereo not given)
 : 0.3, 7, 0.0, 5
O=C(Nc1cccc(F)c1)N1CCN(c2ccc3cccc(-c4cncnc4)c3n2)CC1
 : -0.2, -1, 0.0, 13
COc1cc(/C=C(\C#N)C(=O)NCC2CCCO2)ccc1OC(C)C (stereo not given)
 : -1.0, -6, 0.0, -9
CC(C)(C)CN1CCNC(=O)C1CC(=O)N1CCN(Cc2ccccn2)CC1 (stereo not given)
 : -1.3, 13, 0.6, -4
CC(=O)N1CCc2cc(Br)cc(S(=O)(=O)N3CCN(c4ccc([N+](=O)[O-])cc4)CC3)c21
 : -0.4, 3, -0.1, -2
COC1CCN(S(=O)(=O)c2ccccc2)CC1
 : 0.7, -2, 0.0, -4
CCSCCOC(=O)C1=C(C)NC(=O)NC1c1ccc(Cl)c(Cl)c1 (stereo not given)
 : 0.4, 2, 0.0, 4
Cc1cc(Nc2ccccc2)nn1C(=O)c1ccccc1
 : -0.4, 5, 0.3, 4
Cc1cc(N(CC(=O)Nc2ccc(F)c(F)c2)S(C)(=O)=O)ccc1Br
 : 1.3, 14, 0.8, -2

Not a hit list; about 3.4% have a hit in one of these screens.
